HSP90 inh = inhibitors of HSP90 luciferase refolding in rabbit reticulocyte lysate; luciferase refolding luminescence, 3 h; inhibition, % at 5.6 µM; 0.91% of 290,000 active; AID 1789;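 active = inhibition above the screen-wide mean plus 3 SD, computed separately per campaign, cut at about 16% in these data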;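 note: 0% = DMSO wells and 100% = 60 µM geldanamycin wells; inhibitors lower the luminescence because luciferase stays unfolded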
aSyn 5UTR inh = 5' untranslated region of α-synuclein, MLPCN primary screen; alpha-synuclein 5'UTR reporter, inhibitor activity; inhibition, % (tested at 7.5 µM); 0.82% of 300,000 active; in the data active = inhibition above about 60%; inconclusive = no clear call, values can overlap the other calls;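 note: H4 neuroglioblastoma cells stably carrying SNCA 5'UTR luciferase fusion; 0% = DMSO wells and 100% = positive control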
AI-2 QS mod = modulators of Vibrio harveyi AI-2 quorum sensing system; Vibrio harveyi JMH597 AI-2 luminescence/OD600 ratio, 9 h; active compounds read low; strain lacks LuxN and CqsS sensors; 0 = neutral-control median; activity change, % at 7.5 µM; 0.4% of 300,000 active; AID 2094; in the data active = activity change below about -75%, passing the limit was not always enough; inconclusive = no clear call, values can overlap the other calls;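 note: luminescence divided by OD600 gain over 9 h not by final OD600 alone; inactives centre near 13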
IEC-6 tox = IEC-6 cytotoxicity, counter-screen for KLF5 inhibitors | AID 1825 | luminescence viability | inhibition, % at 5 µM | 0.78% of 290,000 active; in the data active = inhibition above about 22%;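 note: 0% = plate median of test compound wells and 100% = cytotoxic reference compound wells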
KLF5 inh = inhibitors of KLF5 expression; DLD-1 KLF5 promoter-luciferase reporter, luminescence; inhibition, % at 5 µM; 0.23% of 290,000 active;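 active = inhibition above a per-plate limit of that plate's mean compound inhibition plus 3 SD, cut at about 60% in these data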;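 note: 0% = DMSO wells and 100% = LY294002 at 200 µM; higher means less KLF5 promoter-driven luciferase light; inactives centre near -14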
HIF act = HIF pathway transcriptional activation | U2OS HRE-luciferase reporter, luminescence; normalized: DMSO 0%, desferrioxamine 100% | activation, % at 7.5 µM (by protocol) | 0.32% of 300,000 active;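 active = mean activation of at least 10% of the iron chelator positive control signal, with at least half of replicates also reaching 10%; inconclusive = mean and replicate majority disagree about reaching 10%; inactive = mean and most replicates under 10%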
HDAC3 inhib = human HDAC3 inhibition. O15379. recombinant HDAC3, fluorogenic peptide/trypsin coupled, fluorescence. inhibition, % at 8.3 µM. 0.15% of 320,000 active. AID 2718; in the data active = inhibition above about 26%, passing the limit was not always enough; inconclusive = no clear call, values can overlap the other calls
Target sequence (O15379 whole entry, looked up): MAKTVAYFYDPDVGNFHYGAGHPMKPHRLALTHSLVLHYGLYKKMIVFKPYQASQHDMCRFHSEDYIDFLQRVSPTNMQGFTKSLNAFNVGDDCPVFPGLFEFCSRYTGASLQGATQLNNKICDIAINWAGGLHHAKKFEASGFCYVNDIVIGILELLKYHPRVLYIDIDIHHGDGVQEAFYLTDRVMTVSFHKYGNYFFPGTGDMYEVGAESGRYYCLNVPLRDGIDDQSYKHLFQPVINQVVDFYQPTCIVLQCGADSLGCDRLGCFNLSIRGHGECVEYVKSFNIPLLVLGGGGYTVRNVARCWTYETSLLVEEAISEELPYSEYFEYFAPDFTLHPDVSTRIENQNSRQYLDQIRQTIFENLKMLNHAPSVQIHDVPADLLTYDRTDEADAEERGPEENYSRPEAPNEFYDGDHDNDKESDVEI
HSF-1 act = increases HSF-1 driven luciferase reporter signal | AID 504408 | activation, % at 9 µM | NIH3T3-HGL HSF-1 luciferase reporter, MG132, 8 h; 100% = twice DMSO control signal | 1.7% of 300,000 active;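 active = mean replicate activation of at least 50% with a set share of replicates each reaching 50%; inconclusive = only one of those two conditions met; inactive = mean below 50% and too few replicates reaching it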;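 note: 0% = median of the neutral control wells and 100% = twice that signal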
HSF1 inh = HSF1 inhibition; NIH3T3-HGL HSE-luciferase, MG132-induced, luminescence 8 h; active compounds read low; activity change, negative = inhibition, % at 7.5 µM (by protocol); 0.77% of 300,000 active; AID 2098;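 active = more than half of replicate wells show activity change below -50%, luminescence cut by over half; inconclusive = some wells, but at most half, below -50%; inactive = no replicate well below -50%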;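 note: luciferase reports HSF-1 transcriptional activity via heat shock element; 0% = median of DMSO wells and -100% = zero luminescence signal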
Platelet DG rel = modulates dense granule release in human platelets; 0.22% of 300,000 active; AID 1663; human platelet-rich plasma, SFLLRN dense granule ATP release, luminescence; inhibition, %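 (compounds screened at 7.5 µM in platelet-rich plasma)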;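 active = mean replicate score, as percent of positive control, at or above 50; inconclusive = mean below 50 but at least one replicate at or above 50; inactive = mean and every replicate below 50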
An asterisk follows results filed as active; ? = inconclusive; · = no result given.

Compound	HSF-1 act	aSyn 5UTR inh	HSP90 inh	IEC-6 tox	Platelet DG rel	AI-2 QS mod	KLF5 inh	HDAC3 inhib	HIF act	HSF1 inh
CCOC(=O)c1cc(-c2ccccc2)sc1NC(=O)C(C)(C)C	-2	34	-1	0	0	29	-3	-9	0.0	-8
COc1cccc(C(=O)CC(=O)C(=O)Nc2cccc([N+](=O)[O-])c2C)c1	-5	1	-2	1	1	57	-19	-1	1.1	-4
CC1CCC(C(C)C)C(OCC(O)CN2CCCC(C)C2)C1 (centres undefined)	13	-43	4	-8	-5	18	-30	-11	-1.0	3
Cc1c(NC(=O)C(C)OC(=O)CCC2CCCC2)c(=O)n(-c2ccccc2)n1C (centres undefined)	-1	21	-6	-3	3	-9	4	3	0.6	-9
COc1ccccc1CNC(=O)CCNC(=O)Cn1ccc2ccccc2c1=O	-11	19	0	-6	8	20	0	1	0.4	-6
CC(C)CC(C(=O)NC(C)(C)C)N(CC1CCCO1)C(=O)c1snc(C(N)=O)c1N (centres undefined)	10	15	-3	-2	2	4	-18	0	-0.3	5
COc1ccc(OC)c(NC(=O)CSc2nc3n[nH]c(C)c3c(=N)n2-c2cccc(Cl)c2C)c1	10	30	2	-4	6	53	4	23	0.2	5
CCOC(=O)c1csc(NC(=O)c2ccc(N3C(=O)CCC3=O)cc2)n1	1	12	8	2	-1	-2	0	0	-1.0	-8
CCOc1ccc(CC(=O)NCCS(=O)(=O)N2CCN(c3ccccc3)CC2)cc1	3	14	·	·	1	25	·	1	0.1	4
COc1ccc(N(CC(=O)Nc2cccnc2)S(=O)(=O)c2ccc(C)cc2)cc1Cl	-2	-40	-1	-1	-4	22	-10	18	0.4	0
CC1CN(CCOc2ccc([N+](=O)[O-])cc2)CC(C)O1 (centres undefined)	-23	-19	-4	5	-4	24	-42	1	0.0	-5
CN(C)S(=O)(=O)c1ccc(C(=O)NCC(=O)N/N=C/c2ccccc2Cl)cc1	15	12	5	4	-1	8	29	1	0.0	5
COc1ccc(-c2nnn(CC(=O)N(CC(=O)NC3CCCC3)Cc3cccs3)n2)cc1OC	-7	19	4	4	9	2	-28	0	0.0	2
CCCCNC(=O)C1Cc2cc(S(=O)(=O)N3CCCCC3)ccc2N1C(C)=O (centres undefined)	5	-25	-2	0	16	14	4	-2	0.2	2
COc1ccc(OCc2cc(/C=N\NC(=O)c3ccccc3)ccc2OC)cc1	11	-53	0	33*	9	28	4	13	4.2	8
Cc1nonc1C1CCCN1Cc1nc(-c2ccc(F)cc2F)oc1C (centres undefined)	-12	5	3	2	5	10	-29	-1	-1.1	3
O=C(Nc1ccc2nccnc2c1)c1cnccn1	11	-79	10	5	4	22	-33	5	4.1	11
C/C(=N/OC(=O)c1c(-c2ccccc2Cl)noc1C)c1cnccn1	10	9	-4	3	3	-7	1	-3	-0.5	3
COc1ccc(C)cc1NC(=O)C(OC(=O)c1cnccn1)c1ccccc1 (centres undefined)	5	7	·	·	10	14	·	-5	0.2	-9
CN(c1cccc(NC(=O)Nc2cccc(Cl)c2)c1)S(C)(=O)=O	66*	-92	-1	6	4	33	-125	-2	2.1	36
CC(=O)Nc1ccc(C(=O)OCc2ccccc2Br)cc1	21	-18	-1	4	16	-45	-39	-1	0.2	13
O=C(Nc1ccc(Cl)cc1C(F)(F)F)c1ccccc1Cl	·	12	-2	-2	-2	16	-18	·	·	·
Cc1cccc(NCc2nnc(-c3ccccc3)o2)c1C	45	-45	1	5	-6	-37	-14	0	-0.1	30
NS(=O)(=O)c1ccc(NC(=S)NNC(=O)c2ccc(Br)o2)cc1	-4	-4	-1	0	-2	20	-35	-10	0.4	0
CCOC(=O)c1cn(Cc2ccccc2)nc1-c1ccccc1	18	37	·	·	1	5	·	9	-0.8	-3
O=C(N/N=C/c1cccc2ccccc12)c1cc2ccccc2o1	35	-22	1	9	1	14	-13	·	2.5	-3
Cc1cc(NC(=O)c2cccc(S(=O)(=O)N3CCCCCC3)c2)no1	-1	2	1	-3	-1	20	-31	-1	0.2	6
CC(OC(=O)c1cccc(O)c1)C(=O)N(C)Cc1ccccc1 (centres undefined)	3	-7	·	·	3	14	·	9	0.0	9
CC(C)C(=O)Nc1ccc(C(=O)NC2CCSC2=O)cc1 (centres undefined)	-8	-2	4	-2	-9	4	-20	3	0.9	2
COc1ccc(OCC(O)CN(C2CCCCC2)C2CCCCC2)cc1 (centres undefined)	-2	3	2	2	-3	17	-14	4	-0.3	3

(next part)
Compound	HSF-1 act	aSyn 5UTR inh	HSP90 inh	IEC-6 tox	Platelet DG rel	AI-2 QS mod	KLF5 inh	HDAC3 inhib	HIF act	HSF1 inh
CC(C)NC(=S)Nc1ccc2cn[nH]c2c1	-22	-12	4	-4	0	11	6	-3	2.2	-16
C=CCOc1ccc(Br)cc1CNCC	-7	8	4	1	14	15	0	-4	0.1	-4
C=C[C@@]1(C)CC(=O)[C@]2(O)[C@@]3(C)[C@@H](O)CCC(C)(C)[C@@H]3[C@H](O)[C@H](OC(C)=O)[C@@]2(C)O1	-49	72*	·	·	90*	0	·	-1	-1.1	-35
Cc1ccc(N(C(=O)c2ccc(S(=O)(=O)N3CCOCC3)cc2)C2C=CS(=O)(=O)C2)cc1C (centres undefined)	-5	-18	1	-5	6	3	-3	-3	0.0	-8
O=C(Nc1ccc2c(c1)OCCO2)c1cccc(Cl)c1Cl	26	-140	3	-2	3	0	-135	4	0.7	23
COc1ccc(NC(=O)c2ccccc2NC(=O)c2ccco2)c(OC)c1	4	3	-1	3	11	2	-4	4	·	1
Cc1cccc(N=C2Sc3nc4c(C)c(C)ccc4cc3CN2CCN2CCOCC2)c1	2	-3	0	-3	17	21	-19	?	-0.3	-1
O=C(Nc1ccccc1C(F)(F)F)c1cnccn1	-5	8	-4	-7	2	10	-17	20	-0.2	-5
CCn1c(C)c(C)c2cc(C(=O)NCCCN3CCCCCC3)ccc21	7	2	4	2	-9	0	-11	3	0.4	-7
Cc1nc(C)c(-c2csc(Nc3ccc(O)c(C(=O)O)c3)n2)s1	-32	13	-5	-3	8	6	-12	-5	0.1	-15
CC(C)(C)c1ccc(C(=O)NC(=S)Nn2cnnc2)cc1	-32	-76	4	-4	-6	31	8	-7	0.1	-30
CCOC(=O)C1=C(C)OC(N)=C(C#N)C1c1cncc(-c2ccc(F)cc2)c1 (centres undefined)	14	-4	-2	-2	11	58	-35	4	0.1	17
Cc1nc(N2CCC(C)CC2)c2c(C)c(C(=O)Nc3ccc(C(F)(F)F)cc3)sc2n1	8	-19	0	1	2	10	-12	-16	-0.5	3
O=C(COC(=O)/C=C/c1cccc(Cl)c1)NCCc1ccccc1	16	11	6	-1	4	9	-11	0	-0.1	0
Cc1ccc(NC(=S)NCc2ccc(Cl)cc2)c(OC(F)F)c1	18	12	0	1	-3	4	0	-5	-0.4	3
O=C(CN1C(=O)S/C(=C\c2ccccn2)C1=O)Nc1ccccc1	·	·	-4	1	·	13	-14	0	·	·
CCOC(=O)c1c(C)oc2ccc(O)c(CN3CCCCC3)c12	8	-9	-3	0	-1	5	-28	-7	·	-13
CCC(C)Nc1nc(CN2CCOCC2)nc2sc3c(c12)CCC3 (centres undefined)	1	17	3	6	-14	59	-39	-8	-0.4	-5
CC(C)(C)c1cc(C(F)(F)F)c(C#N)c(=O)[nH]1	6	15	0	0	-3	7	8	-56	0.3	-8
N#Cc1c(SCc2ccc(Cl)cc2)sc(C(=O)c2ccccc2)c1N	3	-11	-4	1	-22	12	-12	6	-0.1	1
COc1ccccc1NC(=O)c1cccc(S(=O)(=O)N2CCN(Cc3ccccc3)CC2)c1	-23	11	·	·	3	-9	·	1	-0.9	-2
COc1ccc(CCNCC(=O)Nc2ccc(OC(F)F)cc2)cc1	10	6	-2	-3	0	·	-5	2	-0.3	-3
COCC(=O)Nc1cc(OC)c(Cl)cc1OC	6	1	0	-3	-1	11	-3	·	-0.7	-6
COc1cc2c(cc1NCc1ccccn1)oc1ccccc12	37	-154	-5	7	3	21	-28	-9	7.0	22
Cc1cc(SCCOc2ccccc2)nc(N)n1	23	-40	0	-10	1	22	-33	3	3.2	12
O=C(NCCC1=CCCCC1)Nc1ccc2nsnc2c1	29	-110	4	0	3	-53	-80	-4	3.0	36
CC1CCCCN1Cc1c(O)ccc2c(=O)c(-c3ccc(Cl)cc3Cl)coc12 (centres undefined)	1	-2	2	-1	3	5	-48	-28	0.1	-2
Cc1ccnn1CC(=O)N/N=C/c1cccs1	-5	18	6	-4	4	11	-32	-2	-0.2	-7
O=C(CN1C(=O)/C(=C/c2ccco2)SC1=S)NC1CCS(=O)(=O)C1 (centres undefined)	2	-7	-2	-23	1	32	0	6	0.2	1
Cn1c(=O)c2cn(-c3ccccc3)cc2n(C)c1=O	-15	-1	1	5	-1	9	23	0	-2.1	-3

Further entries
Compound	HSF-1 act	aSyn 5UTR inh	HSP90 inh	IEC-6 tox	Platelet DG rel	AI-2 QS mod	KLF5 inh	HDAC3 inhib	HIF act	HSF1 inh
CCCNC(=O)CN(Cc1ccccc1F)S(=O)(=O)c1ccc(C)cc1	9	19	3	-4	15	-14	0	2	0.0	1
Cc1ccc(C)c(N2CCN(C(=O)c3cn(C)c4ccc(S(=O)(=O)N(C)C)cc4c3=O)CC2)c1	-25	6	3	4	0	8	-6	1	0.0	-9
COc1ccccc1Nc1cc(N2CCOCC2)c2nonc2c1[N+](=O)[O-]	-28	21	2	2	-7	14	-6	-1	0.2	-8
CCCS(=O)(=O)c1c(S(=O)(=O)CCC)c2c3ccccc3ccn2c1C(=O)OC	-3	31	5	0	10	17	-31	-8	0.5	-2
O=C(N/N=C/c1cccs1)c1cc(-c2ccc3ccccc3c2)n[nH]1	24	-36	-3	-3	-2	6	-122	1	3.1	3
O=C1[C@H]2[C@@H](c3ccc(F)cc3)N3C(=O)N(c4cccc(F)c4)C(=O)[C@@]3(Cc3ccccc3)[C@H]2C(=O)N1C1CCCCC1	2	8	·	·	-4	27	·	-1	0.4	4
Cc1ccc2c(C(=O)CN3CCN(C4CCCCC4)CC3)c(C)[nH]c2c1	10	-22	1	-1	-14	9	-14	-9	0.5	-4
CCO[C@H]1OC(C(N)=O)=C[C@@H](C)[C@@H]1CCCO	15	24	9	1	0	-4	4	6	0.4	-1
CC(C)CN(C(=O)CCC(=O)OCc1ccc(Cl)cc1Cl)c1c(N)n(CC(C)C)c(=O)[nH]c1=O	1	12	·	·	-5	3	·	5	0.8	-1
CCc1cc(=O)oc2cc(C)cc(OCC(=O)NCc3ccncc3)c12	1	2	-5	6	5	16	-24	-34	-0.3	-3
COc1ccc(F)c(-c2nc(CN3CCN(C(=O)c4ccco4)CC3)c(C)o2)c1	-14	2	-7	-6	-4	43	-21	4	-0.6	3
COc1ccc(Nc2nc(-c3cccnc3)nc3ccccc23)cn1	2	15	1	-5	5	16	-15	1	-1.2	-1
CNc1nc(N)c(C(=O)C23CC4CC(CC(C4)C2)C3)s1	3	15	2	3	-2	16	-13	5	-0.1	-6
O=[N+]([O-])c1ccc(/C=N/Nc2ncccc2[N+](=O)[O-])s1	40	-9	·	·	13	5	·	-7	0.9	9
